Source: PubChem (several laboratories)
Myeloid diff 2 – compounds promoting myeloid differentiation. ER-HoxA9 myeloid progenitors, lysozyme-GFP differentiation, flow cytometry. calls only at 10 µM. 1% of 360,000 active;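 active means normalized GFP-positive differentiation at or above the plate's own cutoff, the solvent-only control mean plus 3 SD; inconclusive means no clear call, values can overlap the other calls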;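 further: cells exposed to compound for four days before flow analysis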
RSV antiviral HEp-2 – RSV antiviral activity via CPE protection, HEp-2 cells, primary 10 µM value included (AID 2391); HEp-2 cells, RSV-induced CPE inhibition; higher % means a stronger effect; CPE inhibition, % at 10 µM; hits with a dose series show IC50 in µM; 0.13% of 310,000 active; in the data active means a potency from the dose series; inconclusive means CPE inhibition mostly from about 23% at the one dose, without a potency; inactive means the rest, 99 in 100 with CPE inhibition below about 21%; further: strong numbers were not always called active
WT yeast gro inh – growth inhibition of WT yeast, mitochondrial fusion screen; mitochondrial fusion phenotypic screen, WT strain; inhibition, % at 10 µM; 2.1% of 190,000 active; AID 1362; in the data active means inhibition above about 58%; tested in S. cerevisiae
XIAP displacement – XIAP antagonists, biochemical, IAP family, fluorescence polarization (AID 1018) | one-dose displacement, % at 20 µM; IC50 in µM for titrated hits | 0.007% of 200,000 active | XIAP BIR domain, fluorescence polarization peptide displacement; higher % means a stronger effect; in the data active means displacement above about 50%; further: a part of the inactive calls stands beside numbers as strong as those of hits
TNAP activation fold – stimulation of alkaline phosphatase TNAP activity – biochemical, luminescent, no phosphate acceptor, uHTS, primary screen (AID 1001); purified TNAP, luminescent activation assay, no phosphate acceptor; higher activation fold means a stronger effect; activation fold at 20 µM, or EC50 in µM where a hit was titrated; 0.03% of 200,000 active; in the data active means activation fold from about 3, or a potency from the dose series; inactive means the rest, 99 in 100 with activation fold below about 1.6; further: many of its hits are not listed in these tables
PMI inhibition – human PMI inhibitors, high substrate, primary screen, biochemical, fluorescence intensity, high mannose 6-phosphate (AID 1220) | recombinant PMI enzyme, coupled fluorescence intensity; higher % means a stronger effect | 0.66% of 190,000 active | inhibition, % at 20 µM; hits with a dose series show IC50 in µM
SIAH1 antagonists – blockers of Siah-1 interaction with plectin peptide – biochemical, fluorescence polarization, rhodamine-plectin, uHTS, primary screen (AID 1817) | Siah-1 / rhodamine-plectin peptide fluorescence polarization; higher % means a stronger effect | displacement, % at 20 µM; hits with a dose series show IC50 in µM | 0.02% of 290,000 active;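 active means displacement of at least 50% at 20 µM, with a fluorescence ratio check between 0.3 and a set limit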;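 further: plate controls were Siah plus tracer with DMSO for no effect and tracer alone without Siah for full effect; strong numbers were not always called active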
PhoP inhibition – inhibitors of PhoP regulon expression, primary screen, Salmonella Typhimurium, GFP reporter (AID 1863). S. Typhimurium PhoP-regulated promoter GFP reporter, 4 h; higher % means a stronger effect. one-dose inhibition, % at 50 µM; IC50 in µM for titrated hits. 0.16% of 300,000 active;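 active means inhibition over 29.93%, a cutoff 3 SD above the screen mean, later confirmed by dose response; inconclusive means inhibition over 29.93% but no dose response follow-up; inactive means inhibition at most 29.93% or unconfirmed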;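 further: 0% = low Mg2+ inducing control and 100% = high Mg2+ repressing control; strong numbers were not always called active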
human PMI inhibition – inhibitors of human PMI, primary screen, biochemical, fluorescence intensity, coupled assay (AID 1209); 0.42% of 190,000 active; purified PMI enzyme, coupled fluorescence intensity; higher % means a stronger effect; inhibition, % at 20 µM; hits with a dose series show IC50 in µM;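 further: plate controls were DMSO vehicle for no effect and wells lacking substrate for full effect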
WT yeast gro inh mutant strain – further read-out of WT yeast gro inh, marked with its call; inhibition, %; mitochondrial fusion phenotypic screen, mutant strain inhibition
Myeloid diff 2 GFP+ MAC1+ % – further read-out of Myeloid diff 2, marked with its call; GFP+ MAC1+ double positive, %; measured here: differentiation confirmed by MAC1 staining
An asterisk follows results filed as active; i = inactive; ? = inconclusive; . = not tested or not shown. Unless noted, no stated cut-off is given here; in the data, active means inhibition above about 50%; inactive means the rest.

cpd	mol	Myeloid diff 2	Myeloid diff 2 GFP+ MAC1+ %	RSV antiviral HEp-2	WT yeast gro inh	WT yeast gro inh mutant strain	XIAP displacement	TNAP activation fold	PMI inhibition	SIAH1 antagonists	PhoP inhibition	human PMI inhibition
1	CCC(C)[C@H](NC(=O)NCc1cccnc1)C(=O)OC (stereo partly specified)	i	0.7	1.9%	.	.	.	.	.	15%	-14%	.
2	COc1ccc(O)c(C(=O)c2cc(C(=O)NCCc3ccccc3)c(=O)n(CCc3ccccc3)c2)c1	i	0.8	22%	30	-1	-3.6%	1	7%	-7%	8%	8%
3	Cc1ccc(C)c(-n2c(-c3ccncc3)n[nH]c2=S)c1	i	0.2	-0.2%	.	.	.	.	.	11%	-2%	.
4	CCCCOC(=O)c1ccc(NC(=O)c2ccoc2C)cc1	i	0.3	9.7%	4	9	-5.4%	1.1	6%	5%	-11%	4%
5	O=C(NNC(=O)C1[C@H]2CCCC[C@@H]12)c1ccc(=O)oc1 (stereo partly specified)	i	0.1	2.0%	.	.	.	.	.	-8%	-9%	.
6	N/C(=N\N=C\c1cccc([N+](=O)[O-])c1)c1nonc1N	i	0.4	-0.7%	.	.	.	.	.	-4%	2%	.
7	Cc1ccccc1OCC(=O)NNC(=O)C1CCCCC1C(=O)O (stereo unspecified)	i	0.1	0.7%	-5	-16	-8.9%	1	-15%	-4%	-7%	-15%
8	O=C(CNc1cccc(C(F)(F)F)c1)N/N=C/C1CCCCC1	i	0.8	0.5%	-10	-17	-1.3%	1.2	20%	5%	3%	32%
9	O=C(Nc1nccs1)c1ccc(N2CCOCC2)c([N+](=O)[O-])c1	i	0.5	4.3%	.	.	.	.	.	0%	6%	.
10	O=[N+]([O-])c1ccccc1N/N=C/c1cccc(O)c1O	i	0.1	0.0%	.	.	.	.	.	3%	1%	.
11	O=C(NCc1ccccc1)C1CCN(C(=O)NCc2ccccc2)CC1	i	2.0	0.5%	11	18	2.1%	1.1	0%	0%	2%	-6%
12	CN(C(=O)c1cc2ccccc2oc1=O)C1(C)CCS(=O)(=O)C1 (stereo unspecified)	i	0.3	0.6%	-12	-11	-1.8%	1.1	6%	5%	-6%	4%
13	CCN(CCCNC(=O)C1CCC(=O)N1C(C)C)c1cccc(C)c1 (stereo unspecified)	i	7.7	-0.4%	-8	-2	-2.9%	1.1	-3%	-5%	3%	-1%
14	O=C(Nc1ccc(C(F)(F)F)cc1)c1cc(S(=O)(=O)NCC2COc3ccccc3O2)ccc1F (stereo unspecified)	i	2.0	?	82*	26*	-11%	1.1	16%	1%	-2%	25%
15	COc1cc(OC)c(NC2=NCCCCC2)cc1Cl	i	0.7	-0.1%	9	-2	-2.7%	1	24%	-1%	-2%	11%
16	COc1cccc(NC(=O)CCNS(=O)(=O)c2cccc3nonc23)c1	i	2.0	0.5%	.	.	.	.	.	7%	14%	.
17	O=C(O)c1cnn2c1C(=O)N(Cc1cccs1)CC2	i	0.1	-0.8%	-12	-11	1.5%	1.1	-8%	33%	-1%	-17%
18	CCCN(CC1CC1)C(=S)NC(=O)C1CC1	i	0.2	0.6%	-4	5	-4.3%	1	-1%	-4%	5%	-10%
19	COc1ccc(S(=O)(=O)N(CC(=O)Nc2ccc(S(=O)(=O)N3CCOCC3)cc2)c2ccccc2)cc1	i	1.0	19%	10	-8	-3.7%	1.4	1%	0%	-1%	12%
20	Cn1c(=O)c(C(=O)Nc2ncccc2O)c(O)c2ccccc21	i	1.2	-1.0%	-4	4	-8.2%	1	-24%	-4%	10%	-34%

Numbers 1 through 9 from above:
cpd	mol	Myeloid diff 2	Myeloid diff 2 GFP+ MAC1+ %	RSV antiviral HEp-2	WT yeast gro inh	WT yeast gro inh mutant strain	XIAP displacement	TNAP activation fold	PMI inhibition	SIAH1 antagonists	PhoP inhibition	human PMI inhibition
1	CCC(C)[C@H](NC(=O)NCc1cccnc1)C(=O)OC (stereo partly specified)	i	0.7	1.9%	.	.	.	.	.	15%	-14%	.
2	COc1ccc(O)c(C(=O)c2cc(C(=O)NCCc3ccccc3)c(=O)n(CCc3ccccc3)c2)c1	i	0.8	22%	30	-1	-3.6%	1	7%	-7%	8%	8%
3	Cc1ccc(C)c(-n2c(-c3ccncc3)n[nH]c2=S)c1	i	0.2	-0.2%	.	.	.	.	.	11%	-2%	.
4	CCCCOC(=O)c1ccc(NC(=O)c2ccoc2C)cc1	i	0.3	9.7%	4	9	-5.4%	1.1	6%	5%	-11%	4%
5	O=C(NNC(=O)C1[C@H]2CCCC[C@@H]12)c1ccc(=O)oc1 (stereo partly specified)	i	0.1	2.0%	.	.	.	.	.	-8%	-9%	.
6	N/C(=N\N=C\c1cccc([N+](=O)[O-])c1)c1nonc1N	i	0.4	-0.7%	.	.	.	.	.	-4%	2%	.
7	Cc1ccccc1OCC(=O)NNC(=O)C1CCCCC1C(=O)O (stereo unspecified)	i	0.1	0.7%	-5	-16	-8.9%	1	-15%	-4%	-7%	-15%
8	O=C(CNc1cccc(C(F)(F)F)c1)N/N=C/C1CCCCC1	i	0.8	0.5%	-10	-17	-1.3%	1.2	20%	5%	3%	32%
9	O=C(Nc1nccs1)c1ccc(N2CCOCC2)c([N+](=O)[O-])c1	i	0.5	4.3%	.	.	.	.	.	0%	6%	.

Carrying on.
cpd	mol	Myeloid diff 2	Myeloid diff 2 GFP+ MAC1+ %	RSV antiviral HEp-2	WT yeast gro inh	WT yeast gro inh mutant strain	XIAP displacement	TNAP activation fold	PMI inhibition	SIAH1 antagonists	PhoP inhibition	human PMI inhibition
21	CCCNS(=O)(=O)c1ccc(CCC(=O)Nc2ccc3c(c2)OCO3)cc1	i	1.5	1.0%	5	-4	-2.1%	1.1	10%	-3%	5%	5%
22	CC(C)NC(=O)C(C)Oc1ccc(S(=O)(=O)NCc2ccc3c(c2)OCO3)cc1 (stereo unspecified)	i	0.2	1.2%	.	.	.	.	.	-6%	-4%	.
23	COCCN(C(=O)CCCC(=O)Nc1ccccn1)C(C(=O)NC1CCCC1)c1ccc(C)cc1 (stereo unspecified)	i	0.7	-0.9%	-12	0	-2.3%	1.2	4%	4%	-2%	8%
24	O=C(NCCCN=C1NS(=O)(=O)c2ccccc21)c1ccc(Cl)cc1	i	0.8	-0.3%	.	.	.	.	.	8%	7%	.
25	COc1cc2c(=O)n(CCC(=O)NCC3CCCO3)c(=O)n(CC(=O)c3ccc(Cl)cc3)c2cc1OC (stereo unspecified)	i	0.4	5.8%	13	0	-3.6%	1.1	-7%	2%	0%	-10%
26	CCC1CCCCN1Cc1nc2ccccc2c(=O)n1CC(C)=O (stereo unspecified)	i	0.3	-0.5%	.	.	.	.	.	-4%	1%	.
27	COc1ccc(NC(=O)c2ccco2)cc1NC(=O)c1c(OC)cccc1OC	i	2.6	1.5%	.	.	.	.	.	0%	-1%	.
28	O=C(COc1ccc(Br)cc1Br)NC1CCCC1	i	0.8	-3.1%	26	12	-6.9%	1.1	-2%	1%	-7%	4%
29	CC(C)(C)n1ncc2c(=O)n(CC(=O)N3CCCC3)cnc21	i	0.6	-1.2%	-12	5	-4.8%	1.1	6%	-3%	-1%	5%
30	Nc1[nH]nc2nc(N3CCCC3)nc(-c3ccccc3)c12	i	3.8	0.9%	7	6	-4.1%	1.2	3%	0%	-10%	5%
31	Cc1nn(C)cc1C=NCCOCc1ccccc1	i	0.4	1.0%	13	0	0.2%	1	-12%	-2%	-4%	-9%
32	CCc1nnc(NC(=O)CCC(=O)N2CCN(Cc3cc(Cl)ccc3OC)CC2)s1	i	0.7	-0.9%	-3	3	-1.6%	1.1	-11%	-1%	-5%	-6%
33	COc1ccc(S(=O)(=O)N(C)CC(=O)N2CCCCC2)cc1Cl	i	0.8	-0.1%	-6	-5	-3.7%	1.1	-2%	1%	-12%	1%
34	O=C1CSC(c2ccc([N+](=O)[O-])cc2)N1C1CCCCC1 (stereo unspecified)	i	0.1	6.8%	-8	-6	-2.6%	1	-9%	-3%	0%	-6%
35	COc1ccc(/C=C(/NC(=O)c2ccccc2)C(=O)NCCCn2ccnc2)cc1OC	i	0.7	0.0%	.	.	.	.	.	4%	-4%	.
36	CCCN(Cc1ccccc1)C(=S)Nc1cccc(C(F)(F)F)c1	i	0.3	0.9%	52	21	-47%	0.9	-5%	-3%	-3%	7%
37	CCOc1cccc2cc(-c3csc(NC(=O)CCC(=O)NCCCN4CCC(C)CC4)n3)c(=O)oc12	.	.	-0.2%	5	-6	-2.4%	1.1	-2%	-4%	-11%	-2%
38	O=C(CN1C(=O)NC2(CCCC2)C1=O)Nc1ccc(Cl)cc1F	i	0.2	0.7%	.	.	.	.	.	1%	1%	.
39	O=C(NCc1ccco1)c1ccc2c(c1)C(=O)N(C1CCCCC1)C2=O	i	3.0	4.7%	0	3	-2.6%	1.1	-4%	-3%	5%	-4%
40	COc1ccc(OC)c(CC(NC(C)=O)C(=O)NC2CCN(c3nc(OC)nc(OC)n3)CC2)c1 (stereo unspecified)	i	0.7	1.3%	-8	0	-4.0%	1.3	-3%	3%	6%	-2%
41	CC(=O)Nc1ccc(OCC(O)CN2CCN(c3cccc(Cl)c3)CC2)cc1 (stereo unspecified)	i	1.5	-2.2%	4	-5	0.5%	1.1	17%	6%	2%	13%
42	CCn1c2ccccc2c2cc(NC(=O)CC(C)=O)ccc21	i	1.1	21%	-15	-36	2.7%	1.1	6%	2%	17%	3%
43	CCOC(=O)c1c(NC(=O)C2C3C=CC(C3)C2C(=O)O)sc2c1CC(C)(C)OC2 (stereo unspecified)	i	0.5	-1.7%	-34	-2	-14%	1	9%	-6%	-1%	8%
44	CC(NC(=O)c1ccc2c(c1)OCCO2)C(=O)O (stereo unspecified)	i	7.8	-0.3%	5	-4	-5.7%	1	2%	-3%	-15%	-6%
45	N#Cc1nc(Cc2ccccc2)oc1N1CCC(Cc2ccccc2)CC1	i	0.8	1.0%	1	-33	-5.6%	1.1	-1%	5%	12%	8%
46	Cn1c(=O)[nH]c(=O)c2c1nc(N1CCN(c3ccccc3)CC1)n2CCSc1ncccn1	i	14	6.7%	11	5	-3.2%	1.1	-10%	-2%	2%	-6%
47	CCN(Cc1ccccc1)C(=O)COC(=O)c1cnc(C)cn1	i	0.5	0.4%	-3	11	14%	1	-5%	-1%	1%	-17%
48	CC(C)CC1NC(=O)N(CC(=O)Nc2ccc3c(c2)CCC3)C1=O (stereo unspecified)	i	0.2	-1.4%	-9	11	-2.8%	1.1	7%	-1%	-9%	-1%
49	O=S(=O)(c1ccc(SCCO)nc1)N1CCCC1	i	0.6	1.8%	-10	6	-4.3%	1.2	0%	1%	-2%	3%
50	O=C(Nc1ccnn1C1CCN(C/C=C/c2ccccc2)CC1)C1CCCC1	i	0.7	0.0%	.	.	.	.	.	-4%	-1%	.
51	CC1=CC(=O)C=C(C)C1=NOC(=O)/C=C\c1ccccc1	i	0.4	2.1%	-3	1	-3.5%	1.1	22%	-2%	-14%	18%
